High-throughput results deposited in PubChem by The Scripps Research Institute Molecular Screening Center.
Tn6 DDE FP = inhibitors of Tn6 peptide binding to human fibrin DD(E); P02675; Fibrin DD(E) TRITC-Tn6 fluorescence polarization displacement; inhibition, % at 8.3 µM; 370,000 compounds, 0.21% hits; AID 720509;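 active = inhibition above a per-campaign cutoff: mean of compounds within control limits plus 3 SD, cut at about 15% in these data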;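 also: 0% = median of all compound wells on the plate and 100% = blocking peptide control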
PLC-gamma1 inh = blocks human PLC-gamma1 enzyme activity; P19174; AID 720700; inhibition, % at 12.2 µM; purified PLC-gamma1, fluorogenic substrate, fluorescence; 370,000 compounds, 0.84% hits; in the data active = inhibition above about 9.5%
MBD2 DNA inh = blocks human MBD2 binding to methylated DNA | Q9UBB5 | inhibition, % at 4.4 µM | TR-FRET, MBD2 binding to methylated oligonucleotide | 370,000 compounds, 0.31% hits; in the data active = inhibition above about 13%
ARFGAP1 inhibitor = inhibits rat ARF GTPase activating protein 1; Q62848; Arfgap1-stimulated ARF1 GTP hydrolysis, GDP FP detection; inhibition, % at 16.5 µM; 360,000 compounds, 0.26% hits;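 active = inhibition above a per-plate limit, mean inhibition of low control wells plus 3 SD, cut at about 25% in these data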;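 also: 0% = DMSO wells with enzyme and 100% = wells lacking Arfgap1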
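Replicates: Single well per compound | Assay system: Truncated rat Arfgap1 GAP domain | Control set: No-Arfgap1 wells (100%) versus DMSO full-reaction wells (0%) | Times: Enzyme reaction 120 min at 25 °C after 20 min preincubation | Reagent: Human ARF1(Δ1-17)-GTP substrate | Measured by: Tracer-displacement fluorescence polarization with EDTA stop, 620/688 nm | Measure: Percent inhibition of Arfgap1-stimulated GTP hydrolysis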
PLCb3 inh = PLC-beta3 (human) inhibition, primary screen; inhibition, % at 12.2 µM; AID 720704; Purified PLC-beta3, fluorogenic substrate, fluorescence; 370,000 compounds, 0.18% hits; in the data active = inhibition above about 11%;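 also: 0% = median of compound wells on plate and 100% = full blocker control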
Target sequence (Q01970 whole entry, looked up): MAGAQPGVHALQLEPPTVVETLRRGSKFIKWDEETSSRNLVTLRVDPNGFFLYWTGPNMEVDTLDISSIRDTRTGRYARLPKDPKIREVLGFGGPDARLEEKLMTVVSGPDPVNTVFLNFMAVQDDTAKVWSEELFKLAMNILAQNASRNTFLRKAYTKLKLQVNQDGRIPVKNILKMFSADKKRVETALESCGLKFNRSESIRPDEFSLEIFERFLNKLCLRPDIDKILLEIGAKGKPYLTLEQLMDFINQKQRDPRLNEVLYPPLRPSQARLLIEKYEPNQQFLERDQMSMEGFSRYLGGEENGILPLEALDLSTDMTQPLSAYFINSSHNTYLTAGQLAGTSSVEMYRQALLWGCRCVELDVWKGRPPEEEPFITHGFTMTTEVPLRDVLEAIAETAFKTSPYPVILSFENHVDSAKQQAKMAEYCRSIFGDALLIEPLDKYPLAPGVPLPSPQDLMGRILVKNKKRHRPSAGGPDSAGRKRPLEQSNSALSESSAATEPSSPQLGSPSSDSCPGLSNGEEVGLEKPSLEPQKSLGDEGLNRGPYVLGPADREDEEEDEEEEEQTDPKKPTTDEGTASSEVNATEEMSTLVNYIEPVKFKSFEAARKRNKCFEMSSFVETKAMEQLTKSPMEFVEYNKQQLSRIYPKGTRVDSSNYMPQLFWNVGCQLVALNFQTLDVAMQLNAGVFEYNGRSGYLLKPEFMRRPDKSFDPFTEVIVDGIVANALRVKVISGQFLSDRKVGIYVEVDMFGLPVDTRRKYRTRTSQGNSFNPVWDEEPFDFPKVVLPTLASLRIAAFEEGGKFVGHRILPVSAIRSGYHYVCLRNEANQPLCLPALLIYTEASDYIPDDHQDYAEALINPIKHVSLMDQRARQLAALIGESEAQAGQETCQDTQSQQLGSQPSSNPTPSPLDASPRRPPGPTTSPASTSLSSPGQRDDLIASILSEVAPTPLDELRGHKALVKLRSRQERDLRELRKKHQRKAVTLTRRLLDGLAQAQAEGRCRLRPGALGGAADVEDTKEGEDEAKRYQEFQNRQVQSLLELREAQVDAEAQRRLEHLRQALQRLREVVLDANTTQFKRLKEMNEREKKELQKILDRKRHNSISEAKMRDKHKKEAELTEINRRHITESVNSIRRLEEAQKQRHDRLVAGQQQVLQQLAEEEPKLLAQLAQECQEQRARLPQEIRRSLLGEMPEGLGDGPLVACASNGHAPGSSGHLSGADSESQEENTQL
ADAM17 inh = inhibits human ADAM17; AID 720648; recombinant ADAM17, EDANS/DABCYL FRET peptide cleavage; P78536; inhibition, % at 6.95 µM; 370,000 compounds, 0.83% hits;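 active = inhibition above the mean of compounds lying between control limits plus 3 SD, set per campaign, cut at about 8.5% in these data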;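 also: 0% = DMSO-only wells as the low control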
Tn7 DDE FP = disrupts Tn7 cyclic peptide binding to fibrin D-Dimer-E complex | FP displacement of FITC-Tn7 peptide from fibrin DD(E); 0% = median of compound wells per plate | P02675 | 370,000 compounds, 0.13% hits | inhibition, % at 8.3 µM;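 active = inhibition above the mean of compounds falling within the control limits plus 3 SD of them, cut at about 14% in these data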;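 also: 0% = plate median of compound wells and 100% = 10 µM Aha-Tn7 peptide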
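assay system = human clot-derived fibrin DD(E) complex | quantity = Fibrin-DD(E) at 2 µM final | timing = 10 min preincubation, 3 h with tracer, room temperature | signal = fluorescence polarization | measure = percent inhibition | benchmarks = high control wells with 10 µM unlabelled Aha-Tn7 peptide (full inhibition) | replicates = singlicate testing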
UHRF1 binding = UHRF1 methyl-DNA binding inhibition | Q96T88 | UHRF1 binding to methylated oligo, TR-FRET | inhibition, % at 4.4 µM | 370,000 compounds, 0.75% hits | AID 687016; in the data active = inhibition above about 21%;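 also: UHRF1 SRA domain binding a hemimethylated CpG hairpin DNA probe; 0% = median of test compound wells and 100% = reference inhibitor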
ASAP1 GAP inh = blocks human ASAP1-stimulated Arf1 GTP hydrolysis | 360,000 compounds, 0.19% hits | inhibition, % at 16.5 µM | Q9ULH1 | GDP FP detection; in the data active = inhibition above about 25%;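 also: 0% = vehicle with enzyme and substrate and 100% = no enzyme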
proKLK7 act = activators of human kallikrein-7 zymogen; P49862; AID 652039; activation, % at 7 µM; purified proKLK7, EDANS-DABCYL substrate fluorescence; 100% is mature enzyme control, 0% vehicle; 370,000 compounds, 0.9% hits;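 active = activation above the mean of all tested compounds plus 3 SD, computed per campaign excluding outliers beyond control limits, cut at about 13% in these data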
Numbers without * were called inactive; / = no result given.

SMILES	Tn6 DDE FP	PLC-gamma1 inh	MBD2 DNA inh	ARFGAP1 inhibitor	PLCb3 inh	ADAM17 inh	Tn7 DDE FP	UHRF1 binding	ASAP1 GAP inh	proKLK7 act
CN1CCN(/C(=N\O)c2nonc2N)CC1	0	0	5	0	-1	-4	-3	1	-3	-0.5
COc1cccc(NC(=O)CC2COc3ccccc3O2)c1 (stereo unspecified)	-3	-6	5	8	-3	-2	-3	5	3	1.1
CC(C)CN1C(=O)c2ccc(NC(=O)c3ccco3)cc2C1=O	-9	-70	5	16	-106	-21	-5	0	2	0.5
O=C(CSc1ncccc1-c1nc2ccccc2[nH]1)N1CCc2ccccc21	1	-13	1	14	-12	-10	-10	-1	22	-0.6
CCCCn1c(N)c(N(CC)C(=O)Cc2ccc(S(=O)(=O)N3CCOCC3)s2)c(=O)[nH]c1=O	0	-5	-2	10	-5	2	0	0	-12	0.0
COC(=O)c1ccc(CSc2ccccc2NC(=S)Nc2cccc(SC)c2)o1	2	-2	-4	-7	-2	2	-2	0	0	0.6
CSC1=NCCN1C(=O)c1ccc(S(=O)(=O)N2CCCC2)cc1	2	-1	-3	-7	1	-4	6	0	1	0.3
C=CCn1c(SCC(=O)C23CC4CC(CC(C4)C2)C3)nc(O)cc1=O	8	5	-4	-5	5	0	4	3	-3	0.6
CCC(C)NC(=O)CCNS(=O)(=O)c1ccc(Br)cc1 (stereo unspecified)	3	2	1	-4	1	-3	-6	32*	2	0.0
Cn1c(N)c(S(=O)(=O)NCc2ccccc2Cl)c(=O)n(C)c1=O	-11	0	1	3	4	0	-3	-1	-5	0.1
CCCCC(=O)N1CCN(c2ccc(OC)cc2[N+](=O)[O-])CC1	3	4	0	3	-2	2	2	0	1	-0.2
COc1ccccc1NC(=S)N/N=C/c1cccc(C)c1	1	-1	4	-3	-4	-1	0	9	2	-0.4
C=CCn1c(N/N=C/c2ccc(O)cc2)nc2ccccc2c1=O	2	-2	0	9	-4	0	-3	3	-1	-0.3
CN(c1ccc(F)cc1)S(=O)(=O)c1ccc(Cl)c(C(=O)NCC2(N3CCOCC3)CCCCC2)c1	4	0	-3	-3	3	-1	2	-3	11	-0.3
CC(C)c1ccc(CNC(=O)C(=O)NCCCn2ccnc2)cc1	-5	2	-1	2	5	0	5	-3	18	0.6
COC(=O)c1c(NC(=O)c2ccccc2)sc2c1CC(C)(C)NC2(C)C	2	-148	-5	-7	-189	-2	5	2	-6	-0.1
COc1ccc(Oc2c(C)nc(SCC(=O)c3ccc(Cl)cc3)[nH]c2=O)cc1	-3	3	-1	5	-7	-1	-9	0	6	-0.3
CCCCn1c(N)c(N(CCC(C)C)C(=O)c2ccc(COc3ccccc3)o2)c(=O)[nH]c1=O	4	-7	6	7	-6	-6	6	3	6	-0.8
Cc1ccccc1C(=O)NNC(=O)CCC(=O)Nc1cccc(Cl)c1C	2	2	7	1	1	-4	6	1	-6	0.1
Cc1ccc(C(=O)Nc2ccccc2N2CCN(C(=O)C(C)C)CC2)cc1	-3	2	4	-2	0	0	-6	-2	-11	0.3
O=C(Nc1ccc2c(c1)CCC2)C1CCN(c2c3c(nc4ncnn24)CCC3)CC1	5	-2	2	4	-3	0	4	0	0	0.0
Cc1ccc(C)c(NC(=O)NC2CCCCCCC2)c1	-6	1	2	9	-2	-5	-4	-4	-2	0.6
O=C(CCCN1C(=O)C(c2ccccc2)Oc2cccnc21)NCc1ccccc1Cl (stereo unspecified)	-3	5	2	3	3	-2	5	0	13	-0.3
Cc1cc(C)c2nc(N(CCCN(C)C)C(=O)C3=COCCO3)sc2c1	4	-1	5	6	-7	-6	-4	2	4	0.0
CCn1c(COc2ccc(C)cc2)nnc1SCC(=O)Nc1ccc2c(c1)OCCO2	-7	1	1	-8	2	-4	2	-2	11	0.4
OC(CN1C2=NCCCN2c2ccccc21)c1ccc2c(c1)OCO2 (stereo unspecified)	-7	1	-3	9	-2	-6	-2	4	11	0.7
O=C(Nc1nc2ccc(Br)cc2s1)c1ccco1	-8	-69	-5	-1	-93	-4	0	-1	-3	-0.1
Cc1ccc(C)c(OCCC(=O)Nc2ccc(S(=O)(=O)N3CCCC3)cc2)c1	2	-4	4	11	-9	5	5	1	6	-0.4
CCN(CC)S(=O)(=O)c1cc(NC(=O)C(C)N2CCc3ccccc32)ccc1C (stereo unspecified)	0	1	-6	-5	3	10*	7	-1	10	-0.3
O=C(CN1CCc2ccccc21)NN1CC(=O)N(c2ccccc2)CC1=O	-1	-2	1	7	-9	0	9	5	12	-0.5
COc1ccc(Oc2ncnc3sccc23)cc1	-4	0	-7	-12	-9	-2	4	-3	-7	-0.7
CC(=O)c1cccc(S(=O)(=O)NCCC(=O)NC2CCCCCC2)c1	-1	-2	-3	-13	-4	-7	-1	1	9	0.0
CCN(CC)S(=O)(=O)c1ccc(NC(=O)Cn2cnc3ccccc3c2=O)cc1	-3	6	-2	10	1	6	1	6	3	0.1
Cc1ccccc1NC(=O)COC(=O)c1n[nH]c(=O)c2ccccc12	-7	-1	5	5	-5	-4	-2	-5	-15	-0.6
COCCn1c(SCC(=O)N2CCOCC2)nc2ccccc2c1=O	3	-2	0	-4	-8	1	1	2	1	-0.3
CCOC(=O)c1c(-c2ccccc2)csc1NC(=O)CCN1C(=O)c2ccccc2C1=O	6	1	0	-17	-1	4	-2	-1	10	-0.3
CCOC(=O)c1ccccc1NC(=O)COC(=O)CCNS(=O)(=O)c1ccccc1	5	3	1	10	-4	3	-5	0	-3	0.5
CC1(c2ccc(OC(F)F)cc2)NC(=O)N(CC(=O)Nc2ccc(S(N)(=O)=O)cc2)C1=O (stereo unspecified)	-8	3	1	5	-1	-2	-3	-1	9	0.0
Cc1n[nH]c(=O)n1-c1ccc(Oc2ccccc2)cc1	-1	0	4	5	0	-1	-10	16	14	0.0
CNC(=S)N(Cc1ccc(OC)cc1)Cc1cc2ccc(C)cc2[nH]c1=O	-3	1	-1	-2	6	-2	2	1	18	0.6
O=C1NC(=O)C(=O)N1	-1	2	1	11	3	-1	-7	3	0	-0.1
Cc1onc(-c2ccccc2)c1C(=O)Nc1cccc(C#N)c1	-3	-1	-1	-1	-23	-3	9	-1	-9	0.2
O=C(OC1CC2CC1[C@H]1CCCCN1C2=O)N1CCN(c2ccccc2)CC1 (stereo partly specified)	1	2	-1	-4	5	-2	-4	0	5	0.0
CC(C)CNC(=O)C(=O)NNC(=O)C1CCCCC1	2	-2	1	2	-2	-5	3	0	0	-0.2
O=C(C1CCN(c2ncnc3c2sc2cccc(F)c23)CC1)N1CCN(C(=O)C2CCCO2)CC1 (stereo unspecified)	3	-73	0	/	-100	-23	4	-2	/	-1.8
CCOc1ccc(N2C(=O)CC(NCCc3c[nH]c4ccccc34)C2=O)cc1 (stereo unspecified)	8	0	0	16	-2	-79	1	1	-10	-0.5
Cn1c(C(=O)OCC(=O)NCCc2ccccc2)cc2sccc21	-6	-3	-2	-6	3	-2	-7	0	-6	0.0
CCCCCc1c(-c2cccc(F)c2)ncn1CCc1ccccc1OC	2	3	-2	12	2	4	8	-1	-3	0.3
CCOc1ccc(-n2c(C)c3c(C)nnc(C)c3c2C)cc1	1	-32	4	13	-44	-9	-3	1	-7	2.6
Cc1cc(C(=O)OCC(=O)Nc2ccccc2C(F)(F)F)on1	-1	4	5	-1	0	-3	4	2	10	-0.4
CCCCN(C(=O)CNC(=O)c1ccco1)C(C(=O)NC1CCCCC1)c1cccnc1 (stereo unspecified)	-8	4	1	-1	0	-1	-3	0	-9	-0.5
Cc1cnc(NC(=O)CCCNC(=O)c2ccc(Cl)cc2)s1	10	-1	0	12	-7	2	-5	1	8	-0.3
Cc1cc(=O)n(CCCO)c(O)c1C#N	3	-13	1	-10	-17	-8	9	-6	7	3.5
COc1ccccc1-c1ccc(Nc2ccc(C(=O)N3CCOCC3)cc2)nn1	-1	5	-7	0	3	3	-4	0	8	0.1
CC1=C(C(=O)Nc2ccccc2)C(c2cccc([N+](=O)[O-])c2)Nc2nc3ccccc3n21 (stereo unspecified)	2	7	-8	6	3	8.8*	4	1	-8	0.2
COc1ccc(C(=O)c2ccc(OC)c3cccc(O)c23)cc1OC	0	4	-4	12	2	2	-5	-1	-1	1.8
CC(C)(C)c1ccc2c(c1)C(=O)c1ccccc1C2=O	-9	2	-4	4	-1	-3	3	2	-6	-0.1
CCOP(=O)(/C(C#N)=C(\C)O)c1ccccc1 (stereo unspecified)	-1	1	0	6	0	-2	-5	2	2	-0.1
C[C@@H]1CC[C@]2(O[C@@H](CCO)C[C@@H](O)[C@@H]2O)O1	-7	3	1	-8	4	-1	-4	5	-5	0.5
CCOc1ccc(-c2nnn(CC(=O)N3CCN(c4ccc(F)cc4)CC3)n2)cc1OCC	0	-2	-2	4	1	-7	5	-2	-6	0.4

ADAM17 inh, hit marks shown above.
SMILES	Tn6 DDE FP	PLC-gamma1 inh	MBD2 DNA inh	ARFGAP1 inhibitor	PLCb3 inh	ADAM17 inh	Tn7 DDE FP	UHRF1 binding	ASAP1 GAP inh	proKLK7 act
CCN(CC)S(=O)(=O)c1cc(NC(=O)C(C)N2CCc3ccccc32)ccc1C (stereo unspecified)	0	1	-6	-5	3	10*	7	-1	10	-0.3
CC1=C(C(=O)Nc2ccccc2)C(c2cccc([N+](=O)[O-])c2)Nc2nc3ccccc3n21 (stereo unspecified)	2	7	-8	6	3	8.8*	4	1	-8	0.2

Returning to the listing, starting 3 compounds before the break.
SMILES	Tn6 DDE FP	PLC-gamma1 inh	MBD2 DNA inh	ARFGAP1 inhibitor	PLCb3 inh	ADAM17 inh	Tn7 DDE FP	UHRF1 binding	ASAP1 GAP inh	proKLK7 act
CCOP(=O)(/C(C#N)=C(\C)O)c1ccccc1 (stereo unspecified)	-1	1	0	6	0	-2	-5	2	2	-0.1
C[C@@H]1CC[C@]2(O[C@@H](CCO)C[C@@H](O)[C@@H]2O)O1	-7	3	1	-8	4	-1	-4	5	-5	0.5
CCOc1ccc(-c2nnn(CC(=O)N3CCN(c4ccc(F)cc4)CC3)n2)cc1OCC	0	-2	-2	4	1	-7	5	-2	-6	0.4
Cc1noc(C)c1CSc1ncnc2sc3c(c12)CCCCC3	-7	2	2	-7	2	-2	-7	2	-5	-0.5
Clc1ccc(-c2noc3c2-c2nc(Cc4cccc5ccccc45)sc2CC3)cc1	6	3	-1	9	-1	-1	-4	-2	-2	0.9
C/C(=N\NC(=S)NCc1ccccc1)c1ccc(Br)cc1	4	-1	2	1	-7	3	2	6	-3	0.3
COc1ccc(-n2c(SCC(=O)N3CCCC(C)C3)nnc2-c2cccnc2)cc1 (stereo unspecified)	4	-3	2	3	4	-3	6	14	-3	0.9
O=C(NC1CCCCC1)C1COc2ccccc2O1 (stereo unspecified)	-8	2	3	16	-2	4	-2	0	-4	0.0
O=C(c1ccc2c(=O)n(Cc3ccccc3)c(=S)[nH]c2c1)N1CCOCC1	-2	2	7	5	-4	2	-2	-1	-2	0.6
NS(=O)(=O)c1ccc(CNC(=O)c2ccc3ccccc3n2)cc1	1	2	3	-9	-1	2	0	3	12	0.6
